PLCb3 inh: human PLC-beta3 inhibitors, primary screen, biochemical, fluorescence | AID 720704, 2013 | inhibition, % at 12.2 µM | Purified PLC-beta3, fluorogenic substrate | 1-phosphatidylinositol 4,5-bisphosphate phosphodiesterase beta-3 (Homo sapiens), Q01970 | 0.18% of 370,000 active; in the data active means inhibition above about 11%;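 further: 0% = median of compound wells on plate and 100% = full blocker control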
proKLK7 act: proKLK7 zymogen activators, primary screen, biochemical, fluorescence intensity | purified proKLK7, EDANS-DABCYL substrate fluorescence; 100% is mature enzyme control, 0% vehicle | AID 652039, 2013 | 0.9% of 370,000 active | activation, % at 7 µM | Kallikrein-7 (Homo sapiens), P49862;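 active means activation above the mean of all tested compounds plus 3 SD, computed per campaign excluding outliers beyond control limits, cut at about 13% in these data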
MBD2 inh: inhibitors of MBD2 binding to methylated DNA, primary screen, biochemical, TR-FRET, DNA-binding domain, human; Methyl-CpG-binding domain protein 2 (Homo sapiens), Q9UBB5; MBD2 binding to methylated oligonucleotide; inhibition, % at 4.4 µM; 0.31% of 370,000 active; in the data active means inhibition above about 13%
Target sequence (Q9UBB5 whole entry, looked up, the tested form may be a part): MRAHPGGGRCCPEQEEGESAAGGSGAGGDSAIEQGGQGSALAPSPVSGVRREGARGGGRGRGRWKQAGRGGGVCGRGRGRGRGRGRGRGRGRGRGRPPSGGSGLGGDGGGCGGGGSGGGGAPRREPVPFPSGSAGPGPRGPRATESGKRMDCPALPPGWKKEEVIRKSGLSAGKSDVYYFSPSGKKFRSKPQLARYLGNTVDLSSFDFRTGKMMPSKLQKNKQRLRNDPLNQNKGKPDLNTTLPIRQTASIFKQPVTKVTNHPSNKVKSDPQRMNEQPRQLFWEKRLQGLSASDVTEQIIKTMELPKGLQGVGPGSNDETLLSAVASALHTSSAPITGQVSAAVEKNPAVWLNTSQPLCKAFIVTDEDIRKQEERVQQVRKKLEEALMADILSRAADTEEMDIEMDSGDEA
PLCg1 inh: PLC-gamma1 enzyme inhibitors, primary screen, biochemical, fluorescence, purified enzyme | 1-phosphatidylinositol 4,5-bisphosphate phosphodiesterase gamma-1 (Homo sapiens), P19174 | fluorogenic substrate | inhibition, % at 12.2 µM | 0.84% of 370,000 active | AID 720700, 2013; in the data active means inhibition above about 9.5%
DDE Tn7 FP inh: inhibitors of Tn7 peptide binding to fibrin DD(E), primary screen, biochemical, fluorescence polarization, human fibrin, Tn7 probe; inhibition, % at 8.3 µM; Fibrinogen beta chain (Homo sapiens), P02675; FP displacement of FITC-Tn7 peptide from fibrin DD(E); 0% = median of compound wells per plate; AID 720508, 2013; 0.13% of 370,000 active;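 active means inhibition above the mean of compounds falling within the control limits plus 3 SD of them, cut at about 14% in these data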;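 further: 0% = plate median of compound wells and 100% = 10 µM Aha-Tn7 peptide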
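Measure: % inhibition scaled between sample-field median and high-control FP; Test system: human fibrin DD(E); Quantity: 2 µM final DD(E) protein; Doses: one dose, 8.3 µM nominal; Schedule: compound with protein 10 min, then 3 h after probe, room temperature; Detection: fluorescence polarization; Medium: Tris buffer with calcium and detergent, pH 7.8.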
DDE Tn6 FP inh: inhibitors of Tn6 peptide binding to fibrin DD(E), primary screen, biochemical, fluorescence polarization, human fibrin, Tn6 probe. Fibrinogen beta chain (Homo sapiens), P02675. inhibition, % at 8.3 µM. Fibrin DD(E) TRITC-Tn6 fluorescence polarization displacement. 0.21% of 370,000 active;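 active means inhibition above a per-campaign cutoff: mean of compounds within control limits plus 3 SD, cut at about 15% in these data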;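 further: 0% = median of all compound wells on the plate and 100% = blocking peptide control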
ARFGAP1 inhibitor: inhibitors of rat ARFGAP1 GAP activity, primary screen, biochemical, fluorescence polarization, GDP tracer; 0.26% of 360,000 active; Arfgap1-stimulated ARF1 GTP hydrolysis, GDP FP detection; AID 651572, 2012; inhibition, % at 16.5 µM; ADP-ribosylation factor GTPase-activating protein 1 (Rattus norvegicus), Q62848;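 active means inhibition above a per-plate limit, mean inhibition of low control wells plus 3 SD, cut at about 25% in these data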;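 further: 0% = DMSO wells with enzyme and 100% = wells lacking Arfgap1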
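Material: rat Arfgap1 catalytic domain, aa 1-136; also added: human ARF1(Δ1-17)-GTP substrate; compound dosing: one concentration, 16.5 µM, DMSO 1.26%; incubation: GTP hydrolysis reaction 2 h at 25 °C; measured by: Tracer-displacement fluorescence polarization with EDTA stop, 620/688 nm; evaluation: % inhibition from polarization; repeats: one replicate per compound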
ASAP1 GAP inh: inhibitors of human ASAP1 ArfGAP activity, primary screen, biochemical, fluorescence polarization. Arf-GAP with SH3 domain, ANK repeat and PH domain-containing protein 1 (Homo sapiens), …. ASAP1-stimulated ARF1 GTP hydrolysis, GDP FP detection. inhibition, % at 16.5 µM. 0.19% of 360,000 active. AID 624377, 2012; in the data active means inhibition above about 25%;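 further: 0% = vehicle with enzyme and substrate and 100% = no enzyme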
UHRF1 MBD2 ctr: UHRF1 methylated DNA binding inhibitors, primary screen, counter-screen for MBD2 inhibitor project, biochemical, TR-FRET, human UHRF1, single concentration. E3 ubiquitin-protein ligase UHRF1 (Homo sapiens), Q96T88. UHRF1 binding to methylated oligo. inhibition, % at 4.4 µM. 0.75% of 370,000 active; in the data active means inhibition above about 21%;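 further: UHRF1 SRA domain binding a hemimethylated CpG hairpin DNA probe; 0% = median of test compound wells and 100% = reference inhibitor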
ADAM17 inh: ADAM17 inhibitors, primary screen, biochemical, QFRET; recombinant ADAM17, EDANS/DABCYL FRET peptide cleavage; AID 720648, 2013; 0.83% of 370,000 active; inhibition, % at 6.95 µM;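 active means inhibition above the mean of compounds lying between control limits plus 3 SD, set per campaign, cut at about 8.5% in these data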;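 further: 0% = DMSO-only wells as the low control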
Target sequence (P78536 215-824 limits assumed): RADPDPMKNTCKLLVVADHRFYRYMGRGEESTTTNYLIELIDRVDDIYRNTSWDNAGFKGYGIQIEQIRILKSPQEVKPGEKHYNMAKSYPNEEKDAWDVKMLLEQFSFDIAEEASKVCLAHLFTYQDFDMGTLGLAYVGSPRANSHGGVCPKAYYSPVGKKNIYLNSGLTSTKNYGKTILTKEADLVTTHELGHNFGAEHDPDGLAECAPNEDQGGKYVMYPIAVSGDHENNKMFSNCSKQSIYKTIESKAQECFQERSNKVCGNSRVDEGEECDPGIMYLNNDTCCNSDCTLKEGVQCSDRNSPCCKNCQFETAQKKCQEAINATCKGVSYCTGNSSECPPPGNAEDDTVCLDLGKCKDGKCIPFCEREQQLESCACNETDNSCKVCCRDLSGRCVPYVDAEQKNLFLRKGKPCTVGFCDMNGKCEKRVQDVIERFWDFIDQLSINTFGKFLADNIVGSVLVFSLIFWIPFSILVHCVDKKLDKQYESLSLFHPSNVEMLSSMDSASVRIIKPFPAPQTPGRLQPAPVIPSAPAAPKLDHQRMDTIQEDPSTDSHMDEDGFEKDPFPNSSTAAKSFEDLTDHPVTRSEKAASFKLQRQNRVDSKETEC
* = called active by the depositor; i = inactive; nt = not tested or not shown. Compounds as they come; 4.1% or so of the library scored in one or more.

SMILES	PLCb3 inh	proKLK7 act	MBD2 inh	PLCg1 inh	DDE Tn7 FP inh	DDE Tn6 FP inh	ARFGAP1 inhibitor	ASAP1 GAP inh	UHRF1 MBD2 ctr	ADAM17 inh
N=c1c(C(=O)NC2CCCCC2)cc2c(=O)n3ccccc3nc2n1Cc1cccnc1	-432	8.7	1	-307	-3	2	5	2	-2	-485
COc1cc(/C=C/C(=O)OCC(=O)N2CCCc3ccccc32)ccc1O	-113	0.3	-1	-84	10	2	-11	0	1	-22
OC(Cc1cccnc1)(c1ccccc1)c1ccccc1	0	0.7	1	2	-1	-1	18	-11	1	-2
Fc1cc(NC(=S)NCc2ccc(CNC(=S)Nc3ccc(Cl)c(F)c3)cc2)ccc1Cl	-7	0.1	3	0	-1	-1	0	1	4	3
COc1ccccc1NC(=O)c1cc[n+]([O-])cc1	-3	0.4	-2	4	0	2	4	-7	1	1
O=C(Nc1ncc(Cl)cn1)c1cccs1	2	0.4	-2	1	-4	-2	3	7	0	-2
COc1cccc(CNC(C)C(=O)Nc2ccc3c(c2)OCCO3)c1 (configuration not stated)	3	-0.5	-2	4	-7	-3	2	-7	1	-3
Cc1ccc(/C=C/S(=O)(=O)NCC(=O)OCC(=O)Nc2c(F)cccc2F)cc1	-2	-0.3	-3	-1	-2	4	-5	6	-1	0
COc1ccc(NC(=O)NNC(=O)COc2ccc3cc(Br)ccc3c2)cc1	-2	0.2	-3	0	-2	3	0	4	2	1
COc1ccc(S(=O)(=O)N2CCOCC2)cc1NC(=O)CCNC(=O)c1ccc([N+](=O)[O-])cc1	-2	0.3	-1	0	-2	-6	2	-5	-1	-360
O=C(NC1CCCCC1)N1CCc2ccccc21	2	0.2	-7	0	4	2	-16	4	2	-1
O=C(c1cc(COc2ccc(F)cc2F)on1)N1CC[C@@H]2CCCC[C@H]2C1	-6	0.2	2	1	3	-5	-12	-12	-1	0
COC(=O)C1=C(CSc2nnnn2C)NC(=O)NC1c1cc(C)ccc1C (configuration not stated)	2	-0.2	4	-1	-5	3	-5	6	1	-1
CCc1noc(C)c1C(=O)NNC(=O)c1cc(OC)cc(OC)c1	-5	-0.1	1	3	-3	5	3	-8	3	-6
C=CCOC(=O)C1=C(C)NC(SC)=C(C#N)C1c1cccs1 (configuration not stated)	-20	0.5	-1	-19	3	8	15	7	-3	-1
O=C(COC(=O)C1CCN(C(=O)c2ccc(Cl)cc2)CC1)NC1CCS(=O)(=O)C1 (configuration not stated)	1	-0.2	-6	2	3	0	-5	-6	0	-1
O=C(CNC(=O)c1ccccc1)OCC(=O)c1ccc(Cl)s1	-1	-0.2	4	3	-3	0	-4	-2	0	-5
CC(C)[C@H]1COC(NC2=N[C@@H](C(C)C)CO2)=N1	-2	0.6	-7	2	7	-2	-2	0	-4	-5
CCCc1nc(SCC(=O)N2CCCC2)c2ccccc2n1	0	-0.2	-6	2	0	5	2	2	-5	-2
CCCN(C(=O)COC(=O)CCOc1ccccc1C)c1c(N)n(Cc2ccccc2)c(=O)[nH]c1=O	-7	0.0	4	0	1	-2	0	4	2	-4
CNC(=O)c1csc(-c2ccc(C)cc2)n1	1	0.6	1	2	-3	0	9	-5	-1	2
S=C(NCc1ccccc1)N1CCn2cccc2C1c1cccnc1 (configuration not stated)	-4	-0.1	-1	-1	-5	-2	-13	-6	0	-2
CCOc1cccc(CN2CCN(CCCc3ccccc3)C(CCO)C2)c1O (configuration not stated)	-6	-0.1	2	0	1	1	5	-4	1	-5
Cc1ccc(S(=O)(=O)Nc2ccnc(-c3cccnc3)n2)cc1	0	0.6	-2	1	2	-1	0	8	-2	2
COc1cc(CNCc2ccccn2)ccc1OCC(N)=O	1	0.3	-1	-1	-6	-5	0	-5	-1	-3
The list continues.
SMILES	PLCb3 inh	proKLK7 act	MBD2 inh	PLCg1 inh	DDE Tn7 FP inh	DDE Tn6 FP inh	ARFGAP1 inhibitor	ASAP1 GAP inh	UHRF1 MBD2 ctr	ADAM17 inh
COc1ccccc1CC(=O)Nc1nc(-c2ccc(F)c(F)c2)cs1	4	0.4	-5	1	1	2	8	11	1	6
Cn1cc(S(=O)(=O)N2CCN(c3ccccc3F)CC2)c(=O)n(C)c1=O	5	0.1	2	3	1	2	9	0	-1	1
N#Cc1cc2c(=O)n3ccccc3nc2n(-c2ccccc2Cl)c1=O	-412	31*	5	-290	-3	8	2	0	0	i
Cc1nnc(SCc2ccccc2C#N)n1-c1ccccc1	2	0.6	3	0	4	2	4	2	-1	0
O=C(COc1ccccc1)NCCS(=O)(=O)N1CCN(c2ccccc2)CC1	3	0.0	-6	0	8	3	-4	-6	-3	-1
Cc1ccc2[nH]cc(CCNS(=O)(=O)c3ccc(F)cc3)c2c1	-10	-0.2	-5	-2	2	1	9	0	-2	-4
C=CCn1c(CNS(=O)(=O)c2ccc(Br)cc2)nnc1SC	-2	-0.3	-3	-1	8	2	-10	-15	-1	-3
COc1cc(C(CC(=O)Nc2ccc(C)cn2)N2Cc3ccccc3C2=O)cc(OC)c1OC (configuration not stated)	-8	-0.4	3	-2	7	-5	2	-11	-1	-3
NS(=O)(=O)c1ccc(CCNC(=O)CN2C(=O)c3ccccc3S2(=O)=O)cc1	2	0.1	1	-1	-5	2	2	2	-1	-2
CC(C)CNC(=O)C(=O)NCC1OCCN1S(=O)(=O)c1cccs1 (configuration not stated)	-6	0.0	1	-2	9	10	-3	-7	-1	-7
CC(=O)NC1C(=O)N(CCc2ccccc2)c2ccccc21 (configuration not stated)	-1	-0.4	-3	-2	-1	0	0	3	1	-3
CCOC(=O)C(C)NC(=O)CCc1nnc2ccc(N3CCC(C)CC3)nn12 (configuration not stated)	-6	-0.2	3	-1	3	5	-10	7	1	-1
CN(C)C(=O)c1ccc(NC(=O)c2cccnc2)cc1	2	-0.1	2	0	-9	3	-3	-8	3	0
CCCCN(C)C1=CC2=CC(=C(C#N)C#N)CCC2CC1 (configuration not stated)	-23	5.4	-14	-21	5	3	-4	10	-111	-8
COc1ccc(C2(C(=O)NCc3ccccc3Cl)CCOCC2)cc1OC	3	-0.1	-2	0	-7	-9	4	6	1	2
NS(=O)(=O)c1ccc(CNS(=O)(=O)c2cccc3nonc23)cc1	-14	-0.6	0	-2	4	-3	-14	0	3	-6
CC1(c2ccc(Cl)cc2)NC(=O)N(CC(=O)NCCC2=CCCCC2)C1=O (configuration not stated)	0	-0.2	-5	0	-3	1	-11	1	1	2
O=S(=O)(NCc1ccc(F)cc1)c1ccc(-n2cnnn2)cc1	1	0.2	2	1	-5	5	6	2	1	2
CC1(C)OC(=O)N(NCc2ccccc2)C1(C)O (configuration not stated)	-2	0.8	-7	2	2	1	13	3	-4	0
Cc1cc(C)c(C(=O)N(C)CC2CCCN(CCc3ccccc3F)C2)o1 (configuration not stated)	-5	-0.3	-2	-2	-3	8	4	-10	-1	-5
Cc1ccc(S(=O)(=O)Nc2cc3c4c(c2)CCC(=O)N4CCC3)cc1	-2	-0.4	-1	3	3	10	-11	23	2	0
CCOc1ccc(C(=O)NC2CCN(C(=O)Nc3ccccc3OC)CC2)cc1	4	-0.1	5	2	2	-2	3	5	-1	-4
CC(C)c1ccccc1NC(=O)c1ccccc1NC(=O)C1CCCCC1	0	1.0	7	1	-2	-11	-1	12	6	-3
CC1CCCN(S(=O)(=O)c2ccc3oc(=O)ccc3c2)C1 (configuration not stated)	0	0.8	1	7	4	-3	11	6	4	-3
c1cc(-c2ccsc2)n2cnnc2c1	-10	-0.2	3	-1	2	-5	2	-5	4	-11
Later entries.
SMILES	PLCb3 inh	proKLK7 act	MBD2 inh	PLCg1 inh	DDE Tn7 FP inh	DDE Tn6 FP inh	ARFGAP1 inhibitor	ASAP1 GAP inh	UHRF1 MBD2 ctr	ADAM17 inh
COc1ccc(CNC(=O)c2c[nH]c3c(OC)cc(OC)cc3c2=O)cc1	-19	-8.7	23*	-9	4	1	-10	0	2	-52
CC(NC(=O)CN(C)CC(=O)Nc1ccc(Cl)cc1)c1ccc(F)cc1 (configuration not stated)	-4	-0.5	4	-2	4	6	-6	7	7	-6
CC[C@]12c3[nH]c4cc(-c5ccco5)ccc4c3CCN1C(=O)[C@@H](CC(=O)NC(C)(C)C)C[C@@H]2C(=O)N1CCN(C(=O)C2CC2)CC1	i	144*	-4	i	1	2	7	7	0	-181
Cc1cc(C)n(-c2nnc(NC34CC5CC(CC(C5)C3)C4)nn2)n1	1	-0.2	-2	7	6	-2	-8	9	-1	2
CSC1=C(C#N)C(c2cccc(Br)c2)CC(=O)N1 (configuration not stated)	0	1.2	-4	-1	-2	-4	-8	-4	0	-5
C#CCNC(=O)C[C@@H]1C(=O)N(CC=C)/C2=C/CCCCC[C@]21C(=O)OCC	3	-0.1	-6	2	-3	1	nt	nt	0	2
COc1cccc(OC)c1C(=O)Nc1cccc(C(C)=O)c1	-1	0.1	4	-3	0	1	-6	-7	1	-9
O=C(Nc1cccc(-n2cccn2)c1)C1CCCN(Cc2cc3ccccc3[nH]2)C1 (configuration not stated)	-26	-0.3	6	-12	-3	-1	3	12	3	-6
Cc1ccc(Oc2cc(C)nc(-c3ccccc3O)n2)cc1	-1	0.0	3	3	2	-5	-12	0	-2	-4
CCC[C@H](/C=C/C(=O)OC(C)(C)C)Sc1ccc(N)cc1	-1	0.1	-2	-1	13	2	nt	nt	0	6
CN(CC(=O)Nc1ccc(Cl)cc1)C(=O)CNC(=O)c1ccc2c(c1)OCO2	-11	0.2	0	-5	7	3	5	-1	2	-2

One compound at a time (already shown). Screens in order: PLCb3 inh, proKLK7 act, MBD2 inh, PLCg1 inh, DDE Tn7 FP inh, DDE Tn6 FP inh, ARFGAP1 inhibitor, ASAP1 GAP inh, UHRF1 MBD2 ctr, ADAM17 inh
COc1cccc(OC)c1C(=O)Nc1cccc(C(C)=O)c1 is entered as -1, 0.1, 4, -3, 0, 1, -6, -7, 1, -9
CC(NC(=O)CN(C)CC(=O)Nc1ccc(Cl)cc1)c1ccc(F)cc1 (configuration not stated) is entered as -4, -0.5, 4, -2, 4, 6, -6, 7, 7, -6
Cc1cc(C)n(-c2nnc(NC34CC5CC(CC(C5)C3)C4)nn2)n1 is entered as 1, -0.2, -2, 7, 6, -2, -8, 9, -1, 2

Source: PubChem
